SIAE primary: blocks human sialic acid acetylesterase. AID 1053197. inhibition, % at 9.66 µM. 370,000 compounds, 0.69% hits. Q9HAT2. SIAE FP-Rh probe binding, fluorescence polarization;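 active = inhibition above a cutoff: mean of compounds within the control limits plus 3 SD of those, cut at about 17% in these data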;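 also: 0% = plate median of compound wells and 100% = probe without SIAE protein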
PRMT1 FP inh: blocks human protein arginine methyltransferase 1. Q99873. inhibition, % at 2.79 µM. 370,000 compounds, 1.3% hits. AID 652257. recombinant PRMT1, activity-based probe fluorescence polarization;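 active = inhibition above about 21% made by adding two undisclosed values, limit read from the data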
GC-B act: GC-B (human) receptor activation | 370,000 compounds, 0.11% hits | activation, % at 10 µM | P20594 | AID 1920062 | HEK293-GC-B cells, CNP EC30, cGMP TR-FRET; 0% at EC30 CNP, 100% saturating CNP;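 active = activation at 10 µM reaching about 35% in either raw or pattern-adjusted values, limit read from the data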
rCAG binder: r(CAG) repeat RNA binding | TO-PRO-1 dye displacement fluorescence | inhibition, % at 3 µM | 370,000 compounds, 1.3% hits;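 active = inhibition above the plate cutoff, the mean of all test compounds on that plate plus 3 SD, cut at about 35% in these data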;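 also: 0% = DMSO alone and 100% = 100 µM mitoxantrone as full dye displacement; higher means more dye released from RNA so lower well fluorescence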
TDP2 inh: TDP2 (human) inhibition, absorbance primary screen; AID 720702; 370,000 compounds, 0.34% hits; recombinant TDP2, T5PNP hydrolysis, p-nitrophenol absorbance 415 nm; inhibition, % at 12.8 µM;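 active = inhibition above the mean of all tested compounds plus 3 SD, set per campaign, cut at about 25% in these data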;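 also: 0% = DMSO with enzyme and 100% = buffer with substrate but no TDP2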
Target sequence (O95551 whole entry, looked up): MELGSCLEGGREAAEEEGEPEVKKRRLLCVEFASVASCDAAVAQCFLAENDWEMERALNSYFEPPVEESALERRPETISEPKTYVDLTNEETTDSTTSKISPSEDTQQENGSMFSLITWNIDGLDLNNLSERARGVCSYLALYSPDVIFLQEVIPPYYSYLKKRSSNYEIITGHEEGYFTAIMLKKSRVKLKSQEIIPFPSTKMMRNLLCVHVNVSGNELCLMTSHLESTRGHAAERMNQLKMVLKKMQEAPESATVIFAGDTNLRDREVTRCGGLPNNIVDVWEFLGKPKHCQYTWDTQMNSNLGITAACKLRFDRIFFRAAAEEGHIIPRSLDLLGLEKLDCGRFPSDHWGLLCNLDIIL
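test system = human TDP2 enzyme | input = TDP2 enzyme at 120 nM final | medium = 50 mM Tris-HCl pH 7.5 with Mg2+, KCl, DTT, BSA | also added = T5PNP substrate, 5 mM | times = 2 h at 37 °C | technique = epi absorbance | benchmarks = high control without enzyme, low control DMSO plus TDP2 | replication = each compound tested once, singlicate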
MBD2 inh: MBD2-methylated oligo binding inhibition; 370,000 compounds, 0.31% hits; inhibition, % at 4.4 µM; TR-FRET, MBD2 binding to methylated oligonucleotide; Q9UBB5; in the data active = inhibition above about 13%
Target sequence (Q9UBB5 whole entry, looked up): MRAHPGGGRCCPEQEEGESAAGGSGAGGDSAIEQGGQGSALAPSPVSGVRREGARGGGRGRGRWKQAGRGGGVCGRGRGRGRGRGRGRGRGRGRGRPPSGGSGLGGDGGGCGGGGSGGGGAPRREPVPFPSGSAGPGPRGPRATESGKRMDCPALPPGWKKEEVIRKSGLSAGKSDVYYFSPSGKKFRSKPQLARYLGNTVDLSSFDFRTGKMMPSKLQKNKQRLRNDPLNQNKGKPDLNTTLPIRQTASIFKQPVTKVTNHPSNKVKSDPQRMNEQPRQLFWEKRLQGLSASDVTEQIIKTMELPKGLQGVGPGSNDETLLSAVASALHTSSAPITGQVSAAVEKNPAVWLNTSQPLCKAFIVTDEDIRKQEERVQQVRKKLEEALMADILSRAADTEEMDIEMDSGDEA
HTRA1 inh: inhibitors of human serine peptidase HTRA1. recombinant HTRA1, FP-rhodamine activity-based probe, fluorescence polarization. Q92743. 340,000 compounds, 0.5% hits. inhibition, % at 5.96 µM. AID 504803; in the data active = inhibition above about 36%;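 also: 0% = enzyme with DMSO and 100% = wells lacking enzyme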
mABHD4 FP: ABHD4 (mouse) inhibition, primary FP screen | Q8VD66 | purified mABHD4, FP-Rh probe fluorescence polarization | inhibition, % at 8.92 µM | 370,000 compounds, 0.54% hits | AID 720543;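 active = inhibition exceeding the mean over every tested compound plus 3 SD, cut at about 30% in these data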;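 also: 0% = plate median of compound wells and 100% = S159A mutant with DMSO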
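Test system: mABHD4 protein | Buffer or medium: HEPES pH 7.0 buffer, 150 mM NaCl, 0.01% Pluronic F-127 | Probe or stimulus: FP-Rh fluorescent activity-based probe, added after compound pre-incubation | Timing: Pre-incubation 45 min, probe exposure 60 min, at 25 °C | Technique: Fluorescence polarization, excitation 525 nm, emission 598 nm, BODIPY TMR filters | Repeats: Single well per compound (singlicate)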
TCR-CD3 inh: inhibitors of human TCR-CD3 interaction | 360,000 compounds, 0.37% hits | inhibition, % at 9.4 µM | TAMRA-labeled TCR probe fluorescence, biochemical; in the data active = inhibition above about 19%;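 also: recombinant mutant TCR 2C K166C tagged with TAMRA read by polarization; 0% = receptor in buffer alone and 100% = receptor with positive control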
LEDGF integ inh: blocks HIV-1 LEDGF/p75-dependent DNA integration; TR-FRET IN-LEDGF/p75 DNA integration, Eu/Cy5; AID 743269; inhibition, % at 3.7 µM; 370,000 compounds, 0.64% hits;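 active = inhibition above the screen-wide mean plus 3 SD, cut at about 13% in these data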;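 also: signal is the Cy5 over europium emission ratio at 671 and 618 nm; 0% = plate median of compound wells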
Starred values were filed as active, the others as inactive. An excerpt; the hit share may differ from the screen's.

COc1ccc(NS(=O)(=O)c2cccc(C(=O)NCC(c3ccccc3OC)N3CCCC3)c2)cc1 (stereo not given) was read as SIAE primary -2, PRMT1 FP inh -3, GC-B act 0, rCAG binder -3, TDP2 inh -2, MBD2 inh 1, HTRA1 inh -5, mABHD4 FP -1, TCR-CD3 inh -10 and LEDGF integ inh 0.
For Cc1cccc(Nc2nc(N)c([N+](=O)[O-])c(N3CCN(C)CC3)n2)c1 the results were SIAE primary 1, PRMT1 FP inh 3, GC-B act 2, rCAG binder -1, TDP2 inh -11, MBD2 inh 2, HTRA1 inh -8, mABHD4 FP 1, TCR-CD3 inh -3 and LEDGF integ inh 3.
`O=C1NC[C@H](Cc2ccccc2)N(C[C@@H]2CCCN2C[C@H](Cc2ccc(O)cc2)N2C[C@H](Cc3ccccc3)N(CCc3ccccc3)C(=O)C2=O)C1=O` gave SIAE primary -1, PRMT1 FP inh -1, GC-B act 0, rCAG binder 4, TDP2 inh 1, MBD2 inh 0, mABHD4 FP 2, TCR-CD3 inh 6 and LEDGF integ inh 0.
For CC1OC(=O)c2cc3ccccc3nc21 (stereo not given) the results were SIAE primary -3, PRMT1 FP inh -1, GC-B act 5, rCAG binder 0, TDP2 inh 4, MBD2 inh 2, HTRA1 inh 2, mABHD4 FP 2, TCR-CD3 inh -3 and LEDGF integ inh -8.
Screening COc1cccc(C2SCC(=O)N2c2cccc(C)c2)c1OC (stereo not given) returned SIAE primary -8, PRMT1 FP inh -1, GC-B act -7, rCAG binder -2, TDP2 inh -4, MBD2 inh -3, HTRA1 inh 3, mABHD4 FP 2, TCR-CD3 inh 3 and LEDGF integ inh -3.
Screening C[C@@H]1CN([C@@H](C)CO)S(=O)(=O)c2ccc(Br)cc2O[C@@H]1CN(C)S(=O)(=O)c1ccc(F)cc1 returned SIAE primary -6, PRMT1 FP inh 4, GC-B act -8, rCAG binder 7, TDP2 inh -10, MBD2 inh -2, mABHD4 FP -11, TCR-CD3 inh -1 and LEDGF integ inh 0.
`COCCN(C)Cc1cn(-c2ccc(F)cc2F)nc1-c1ccccc1C` gave SIAE primary -3, PRMT1 FP inh -2, GC-B act 4, rCAG binder -9, TDP2 inh -1, MBD2 inh -1, HTRA1 inh -6, mABHD4 FP 3, TCR-CD3 inh 1 and LEDGF integ inh 2.
`COc1ccc(N2CCN(C(=O)c3ccc(C)cc3)CC2)c([N+](=O)[O-])c1` gave SIAE primary 5, PRMT1 FP inh 4, GC-B act -5, rCAG binder -10, TDP2 inh -7, MBD2 inh 1, HTRA1 inh -1, mABHD4 FP 8, TCR-CD3 inh -6 and LEDGF integ inh -3.
For CCN(CC)C1CCN(C(=O)c2ccc(OC3CCN(Cc4ccccn4)CC3)cc2)C1 (stereo not given) the results were SIAE primary -2, PRMT1 FP inh -4, GC-B act -5, rCAG binder -5, TDP2 inh -11, MBD2 inh -2, HTRA1 inh 1, mABHD4 FP 8, TCR-CD3 inh 10 and LEDGF integ inh 1.
For COc1ccc(F)cc1C(=O)C1CCCN(Cc2cn(C)c3ccccc23)C1 (stereo not given) the results were SIAE primary 0, PRMT1 FP inh 3, GC-B act -18, rCAG binder 3, TDP2 inh -5, MBD2 inh -2, HTRA1 inh 0, mABHD4 FP -1, TCR-CD3 inh -5 and LEDGF integ inh -2.
`S=C(NCCc1ccccc1)N1CCC2CC1c1cc(-c3ccc4c(c3)OCO4)ccc12` (stereo not given) gave SIAE primary -20, PRMT1 FP inh 0, GC-B act -4, rCAG binder 4, TDP2 inh -1, MBD2 inh -3, mABHD4 FP -3, TCR-CD3 inh -7 and LEDGF integ inh 3.
CCCN(CCC)Cc1cc(=O)oc2cc(C)ccc12 was read as SIAE primary 6, PRMT1 FP inh 4, GC-B act -5, rCAG binder 1, TDP2 inh 6, MBD2 inh -7, mABHD4 FP 3, TCR-CD3 inh 7 and LEDGF integ inh 0.
`CC(C)NC(=O)N(C)C[C@H]1Oc2c(NC(=O)Nc3ccc4c(c3)OCO4)cccc2C(=O)N([C@H](C)CO)C[C@@H]1C` gave SIAE primary 7, PRMT1 FP inh 6, GC-B act -1, rCAG binder 6, TDP2 inh -5, MBD2 inh 6, HTRA1 inh 0, mABHD4 FP -8, TCR-CD3 inh -4 and LEDGF integ inh 4.
COc1cc2c(cc1OC)C1=C(C#N)CC/C(=N\S(=O)(=O)c3ccccc3)N1CC2 was read as SIAE primary 0, PRMT1 FP inh -5, GC-B act 3, rCAG binder 0, TDP2 inh -3, MBD2 inh -9, HTRA1 inh -2, mABHD4 FP -1, TCR-CD3 inh 4 and LEDGF integ inh -2.
`CC(C)C[C@H](NC(=O)OC(C)(C)C)c1nnc(SCc2cccc(F)c2)o1` gave SIAE primary -6, PRMT1 FP inh 4, GC-B act -5, rCAG binder -1, TDP2 inh -8, MBD2 inh 3, HTRA1 inh -17, mABHD4 FP -10, TCR-CD3 inh -1 and LEDGF integ inh -3.

Quoted at random: 3 entries already listed
`O=C1NC[C@H](Cc2ccccc2)N(C[C@@H]2CCCN2C[C@H](Cc2ccc(O)cc2)N2C[C@H](Cc3ccccc3)N(CCc3ccccc3)C(=O)C2=O)C1=O` gave SIAE primary -1, PRMT1 FP inh -1, GC-B act 0, rCAG binder 4, TDP2 inh 1, MBD2 inh 0, mABHD4 FP 2, TCR-CD3 inh 6 and LEDGF integ inh 0.
For CCN(CC)C1CCN(C(=O)c2ccc(OC3CCN(Cc4ccccn4)CC3)cc2)C1 (stereo not given) the results were SIAE primary -2, PRMT1 FP inh -4, GC-B act -5, rCAG binder -5, TDP2 inh -11, MBD2 inh -2, HTRA1 inh 1, mABHD4 FP 8, TCR-CD3 inh 10 and LEDGF integ inh 1.
Screening C[C@@H]1CN([C@@H](C)CO)S(=O)(=O)c2ccc(Br)cc2O[C@@H]1CN(C)S(=O)(=O)c1ccc(F)cc1 returned SIAE primary -6, PRMT1 FP inh 4, GC-B act -8, rCAG binder 7, TDP2 inh -10, MBD2 inh -2, mABHD4 FP -11, TCR-CD3 inh -1 and LEDGF integ inh 0.

Further records follow:
Screening COc1ccc(CN(CC(=O)NC2CCCCC2)C(=O)CCCC(=O)Nc2ccccn2)cc1 returned SIAE primary -4, PRMT1 FP inh 3, GC-B act -12, rCAG binder -8, TDP2 inh 6, MBD2 inh 0, HTRA1 inh -4, mABHD4 FP -6, TCR-CD3 inh 3 and LEDGF integ inh 2.
Screening COc1ccc(NC(=O)Nc2cccc(OC)c2)cc1 returned SIAE primary 16, PRMT1 FP inh 0, GC-B act 7, rCAG binder 0, TDP2 inh 9, MBD2 inh -1, HTRA1 inh 0, mABHD4 FP 6, TCR-CD3 inh 1 and LEDGF integ inh -3.
For Cc1cc[n+](-c2[nH]c(=O)sc2/C=N/NC([S-])=Nc2ccccc2)cc1 the results were SIAE primary 10, PRMT1 FP inh 67*, GC-B act 2, rCAG binder 1, TDP2 inh 6, MBD2 inh -3, HTRA1 inh 19, mABHD4 FP 23, TCR-CD3 inh 13 and LEDGF integ inh -2.
For CC(C)(C)NC(=O)COC(=O)c1ccccc1C(=O)c1ccccc1 the results were SIAE primary 8, PRMT1 FP inh -7, GC-B act 0, rCAG binder -7, TDP2 inh 3, MBD2 inh 1, HTRA1 inh -10, mABHD4 FP -3, TCR-CD3 inh 2 and LEDGF integ inh 1.
`Nc1[nH]c(C(=O)c2ccc(Br)cc2)c(-c2ccccn2)c1C(=O)NCCc1c[nH]c2ccccc12` gave SIAE primary 6, PRMT1 FP inh 2, GC-B act -8, rCAG binder 10, TDP2 inh -5, MBD2 inh 6, mABHD4 FP 28, TCR-CD3 inh -4 and LEDGF integ inh -2.
`NC(=O)c1cc(S(=O)(=O)NC2CCCCC2)co1` gave SIAE primary -3, PRMT1 FP inh 0, GC-B act 12, rCAG binder -2, TDP2 inh 7, MBD2 inh 2, HTRA1 inh 2, mABHD4 FP -4, TCR-CD3 inh 0 and LEDGF integ inh 1.
Cc1ccc(-c2cc(C(F)(F)F)n3ncc(C(=O)O)c3n2)cc1 was read as SIAE primary 2, PRMT1 FP inh -4, GC-B act 0, rCAG binder 0, TDP2 inh -2, MBD2 inh 0, HTRA1 inh 1, mABHD4 FP -4, TCR-CD3 inh -1 and LEDGF integ inh -1.
`Cc1ccc(S(=O)(=O)NNC(=S)Nc2ccccc2)cc1` gave SIAE primary 5, PRMT1 FP inh 4, GC-B act 3, rCAG binder 0, TDP2 inh 4, MBD2 inh 3, HTRA1 inh 6, mABHD4 FP 7, TCR-CD3 inh -6 and LEDGF integ inh 4.
Screening O=C(CN(Cc1cccs1)C(=O)CNS(=O)(=O)c1ccc(F)cc1)NCC1CCCO1 (stereo not given) returned SIAE primary -1, PRMT1 FP inh 6, GC-B act 3, rCAG binder -4, TDP2 inh 4, MBD2 inh -3, HTRA1 inh -7, mABHD4 FP -7, TCR-CD3 inh -10 and LEDGF integ inh 0.
Screening CCOc1ccccc1NC(=S)NCc1ccco1 returned SIAE primary 9, PRMT1 FP inh 2, GC-B act 2, rCAG binder 4, TDP2 inh 2, MBD2 inh 3, HTRA1 inh -1, mABHD4 FP 7, TCR-CD3 inh -9 and LEDGF integ inh 2.
COc1ccc(/C=N/NC(=O)c2ccc(Cl)cc2Cl)cc1COC(C)=O was read as SIAE primary 0, PRMT1 FP inh -3, GC-B act -3, rCAG binder -1, TDP2 inh 6, MBD2 inh -7, HTRA1 inh -6, mABHD4 FP 0, TCR-CD3 inh -9 and LEDGF integ inh 1.
Screening COc1cccc(-c2cc(NC=O)c3ncc(-c4ccc(OC)c(OC)c4)n3c2)c1 returned SIAE primary 2, PRMT1 FP inh 3, GC-B act 16, rCAG binder 12, TDP2 inh 3, MBD2 inh 1, mABHD4 FP 4, TCR-CD3 inh -16 and LEDGF integ inh -4.
`COc1cc2c(cc1OC)[C@@H](NC(=O)C(C)C)[C@H](O)C2` gave SIAE primary 4, PRMT1 FP inh -1, GC-B act 1, rCAG binder 4, TDP2 inh 8, MBD2 inh -5, HTRA1 inh 5, mABHD4 FP 8, TCR-CD3 inh 1 and LEDGF integ inh 0.
Screening CC(=O)Nc1ccc(-c2csc(NC(=O)Nc3ccccc3)n2)cc1 returned SIAE primary 1, PRMT1 FP inh 1, GC-B act 0, rCAG binder 54*, TDP2 inh -4, MBD2 inh -1, HTRA1 inh -13, mABHD4 FP -5, TCR-CD3 inh -7 and LEDGF integ inh -5.
Screening O=C1CSC(=Nc2cccc(Cl)c2Cl)N1 returned SIAE primary -9, PRMT1 FP inh -1, GC-B act -4, rCAG binder 1, TDP2 inh -10, MBD2 inh 2, HTRA1 inh -2, mABHD4 FP 1, TCR-CD3 inh 0 and LEDGF integ inh -1.
`COCc1cn(-c2cccc(-c3noc4c3C(=O)N(CC(=O)N3CCOCC3)CC4)c2)nn1` gave SIAE primary 0, PRMT1 FP inh 0, GC-B act -1, rCAG binder 0, TDP2 inh 3, MBD2 inh 0, mABHD4 FP 32* and LEDGF integ inh -1.
